IDE cell activ: human IDE activators in live cells, primary screen, fluorescence polarization, HEK cells, FAbeta-B substrate. Insulin-degrading enzyme (Homo sapiens), P14735. FAbeta-B cleavage; 0% vehicle, 100% cell-free pure enzyme wells. activation, % at 5.96 µM. hit rate 0.073% among 340,000;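 active = activation above the mean of all tested compounds plus 3 SD, set per screening campaign, cut at about 17% in these data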
p-CIP stab down: p/CIP-EGFP fusion destabilizers, primary screen, fluorescence, F442A cells; Q05BA5; 16 h; decrease of EGFP signal, % at 10 µM; hit rate 0.01% among 290,000; AID 1984, 2009;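 active = EGFP signal decrease of at least 30% at 10 µM or well 3 SD below plate mean, unless failing retest; inactive = the rest, including hits failing retest or dose response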; note: some compounds called inactive have numbers as strong as hits; many of its hits are not listed in these tables
M18AAP inhibitor: PfM18AAP inhibitors, malaria aminopeptidase, primary screen, biochemical, QFRET, recombinant enzyme. inhibition, % at 7.35 µM. AID 1822, 2009. H-Glu-NHMec fluorogenic cleavage. M18 aspartyl aminopeptidase (Plasmodium falciparum 3D7). hit rate 1.2% among 290,000;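 active = inhibition above the campaign mean inhibition over all tested compounds plus 3 SD, cut at about 28% in these data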;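 note: 0% = plate median of test compound wells and 100% = 2 mM ZnCl2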
VIM-2 inh: VIM-2 metallo-beta-lactamase inhibitors, primary screen, biochemical, epi-absorbance readout, Pseudomonas aeruginosa enzyme; purified VIM-2, nitrocefin hydrolysis, epi-absorbance fluorescence; inhibition, % at 5.6 µM; hit rate 0.89% among 290,000; AID 1527, 2009;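 active = inhibition above the mean of all tested compounds plus 3 SD, cutoff set per screening run, cut at about 7.5% in these data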;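 note: red hydrolysis product quenches plate fluorescence so inhibitors raise well fluorescence; 0% = enzyme with DMSO and 100% = DMSO without enzyme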
SUMO HTRF inh: inhibitors of in vitro SUMOylation cascade, primary screen, biochemical, HTRF, uHTS. hit rate 0.36% among 290,000. inhibition, % at 35 µM. SUMO-conjugating enzyme UBC9 (Homo sapiens), P63279. HTRF SUMOylation assay, SAE1/SAE2 + UBC9; in the data active = inhibition above about 50%, passing the limit was not always enough; note: strong numbers were not always called active
Target sequence (P63279 whole entry, looked up): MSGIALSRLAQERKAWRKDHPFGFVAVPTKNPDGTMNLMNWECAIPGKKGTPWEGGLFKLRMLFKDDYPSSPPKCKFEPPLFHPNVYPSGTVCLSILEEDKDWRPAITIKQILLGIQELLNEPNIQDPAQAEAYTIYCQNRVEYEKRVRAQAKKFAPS
DNA FID counter: compounds displacing fluorescent DNA intercalator, primary screen, artefact control for HCV NS3 helicase inhibitor project, biochemical, FID fluorescence. DNA fluorescent intercalator displacement. inhibition, % at 7.9 µM. hit rate 0.17% among 290,000. AID 1845, 2009; in the data active = inhibition above about 37%;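 note: 0% = vehicle and 100% = reference compound; higher means more ethidium bromide displaced from hairpin DNA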
NS3 helicase inh: inhibitors of HCV NS3 helicase, primary screen, biochemical, Cy5 molecular beacon fluorescence; hit rate 0.56% among 290,000; inhibition, % at 10.9 µM; Hepatitis C virus NS3 helicase; AID 1800, 2009; NS3 helicase DNA unwinding;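 active = inhibition above the mean of all tested compounds plus 3 SD, set per campaign, cut at about 35% in these data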;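 note: 0% = DMSO wells and 100% = thioflavine S control wells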
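Compound dosing – single dose, 10.9 µM nominal final, DMSO 0.8% final · System – NS3 helicase fragment of HCV · Buffer or medium – MOPS pH 6.5, MgCl2, DTT, Tween20, BSA · Signal – Cy5 beacon fluorescence read at start and 1 h · Also added – annealed dual-labelled DNA beacon duplex, ATP-started · Schedule – 1 h at 25 °C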
IMP-1 inh: IMP-1 metallo-beta-lactamase inhibitors, primary screen, biochemical, epi-absorbance readout, Pseudomonas aeruginosa enzyme; purified IMP-1, nitrocefin hydrolysis, epi-absorbance fluorescence; inhibition, % at 5.6 µM; metallo-beta-lactamase IMP-1 (Pseudomonas aeruginosa); hit rate 0.45% among 290,000;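 active = inhibition above the mean plus 3 SD of all compounds in the same screening run, cut at about 4.5% in these data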;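 note: 0% = IMP-1 with DMSO and 100% = DMSO wells lacking enzyme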
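System: purified IMP-1 / Input: IMP-1 dispensed at 0.2 nM / Medium: 50 mM HEPES pH 7.1, 50 µM ZnSO4, 0.05% Brij 35 / Timing: 15 min enzyme–compound preincubation, then 25 min nitrocefin reaction, 25 °C / Technique: plate fluorescence quenching by hydrolysis product, ex 480/em 530 nm / Repeats: singlicate testing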
IDE cell inh: human IDE inhibitors in live cells, primary screen, fluorescence polarization, HEK cells, FAbetaB substrate; FAbetaB cleavage; hit rate 0.41% among 320,000; AID 434962, 2010; inhibition, % at 5.59 µM; Insulin-degrading enzyme (Homo sapiens), P14735;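 active = percent inhibition above the average of all tested compounds plus 3 SD, set per screening campaign, cut at about 16% in these data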;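 note: IDE supplied by intact live HEK cells; FP after avidin binding of uncleaved biotin substrate so inhibition keeps polarization high; 0% = DMSO wells and 100% = 60 µM reference IDE inhibitor Ii1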
* marks the source's active call; other numbers are inactive results; x = no result given.

Sequence of screens: IDE cell activ	p-CIP stab down	M18AAP inhibitor	VIM-2 inh	SUMO HTRF inh	DNA FID counter	NS3 helicase inh	IMP-1 inh	IDE cell inh
#1 Cc1ccccc1NC(=O)CC1SC(=NC2CCCCC2)NC1=O (stereo unspecified)
    4	-3	-39	0.7	-8	-16	-3	-1.1	-2
#2 O=C(Oc1ccc(NC2=C(Cl)C(=O)c3ccccc3C2=O)cc1)c1ccc([N+](=O)[O-])cc1
    4	2	-2	-4.3	4	-7	-5	-2.3	x
#3 CCN(CCn1cccn1)C(=O)CC1C(=O)NCCN1Cc1ccc(OC)c(OC)c1 (stereo unspecified)
    4	-10	2	-2.6	14	-9	0	-2.8	1
#4 Cc1cccc(C)c1NC(=O)N1CCCCCCC1
    9	-1	2	-2.9	-11	0	-3	-2.5	3
#5 Cn1c(=O)[nH]c(=O)c2c1nc(Br)n2CCSc1nnnn1-c1ccccc1
    -1	1	0	-1.4	15	-6	-8	-1.8	1
#6 CCN(CC)CCN1C(=O)c2oc3ccccc3c(=O)c2C1c1cccc(Br)c1 (stereo unspecified)
    2	1	0	-4.5	7	13	-1	-5.9	-1
#7 CC(OC(=O)c1ccccc1Nc1ccc(SC(F)F)cc1)C(N)=O (stereo unspecified)
    -5	-8	10	-1.4	-22	-17	-5	-4.2	3
#8 CC(=O)Nc1ccc(S(=O)(=O)NC(CC(=O)NC2CCCCC2C)C(C)C)cc1 (stereo unspecified)
    x	-7	2	-1.3	4	-10	4	-0.1	1
#9 Cc1c(C(=O)O)sc2nc(SCC(=O)Nc3ccc(S(=O)(=O)NC(C)(C)C)cc3)[nH]c(=O)c12
    5	12	-4	-1.5	6	-26	11	0.1	0
#10 Cn1c(=O)c(C(=S)NC(=O)C2CC2)c(N)n(Cc2ccccc2)c1=O
    x	-3	3	-2.4	4	-6	0	-4.6	7
#11 Cc1ccc(N=C2NC(=O)/C(=C\c3ccc(C)s3)S2)cc1
    -5	-2	-6	-2.0	12	5	1	0.3	3
#12 Cc1ccc(CNC(=O)CCCNS(=O)(=O)c2cccc3nonc23)cc1
    4	-14	11	-1.7	17	-2	2	-1.8	3
#13 O=C(Nc1ccc(OC(F)(F)F)cc1)c1cnccn1
    1	-15	-10	0.5	10	-2	-12	-1.1	-2
#14 O=S(=O)(Nc1cccnc1)c1ccc(Cl)c(C(F)(F)F)c1
    1	-9	-3	-4.1	12	-4	-1	-4.0	0
#15 CCc1nc(Nc2ccc(NC(C)=O)cc2)c2oc3ccccc3c2n1
    0	1	8	9.8*	2	-23	0	-6.2	-2
#16 CC(C)CCNC1=CC(=O)CC(c2ccccc2)C1 (stereo unspecified)
    1	-7	0	-1.0	2	-14	-4	-3.5	0
#17 CCOc1ccc(NC2CCCCC2NS(=O)(=O)c2ccccc2)cc1 (stereo unspecified)
    1	2	0	-0.9	-5	-17	-3	-0.7	0
#18 Cn1cnc([N+](=O)[O-])c1N=C(N)N
    0	-2	0	-2.7	20	-3	-4	-3.3	1
#19 Cc1nn(C(C)C(=O)NCCc2ccccc2)c(=O)c2cc3occc3n12 (stereo unspecified)
    0	-10	2	-0.4	4	-18	-1	0.4	6
#20 Cc1ccc(-n2[nH]c(C)c(C=Nc3ccc4[nH]c(=O)[nH]c4c3)c2=O)cc1
    1	-6	-36	1.8	13	-7	17	-0.2	-2
#21 NC(=O)CN1C(=O)C(=O)N(Cc2cccc(Cl)c2)C1=O
    2	-4	-10	-2.6	17	0	-5	-2.5	-4
#22 Nc1nc(-c2ccccc2)c(C(=O)Nc2ccccc2)s1
    -7	-18	4	-4.2	14	-6	-2	-2.9	-4
#23 CC(C)(C)c1ccc(OCc2ccc(C(=O)N/N=C3\CC4CC=CC34)cc2)cc1 (stereo unspecified)
    5	-8	-5	-1.0	-7	-6	1	-1.5	-6
#24 COC(=O)c1cn(CC(=O)NC2CCCCCC2)c2ccccc12
    2	0	-3	-1.9	20	-5	1	-0.9	2
#25 Cc1ccc(Cn2cccc2/C=N/NC(=S)Nc2ccc(C)cc2)cc1
    8	-8	0	-3.3	-8	-5	14	-4.5	-3
#26 O=C(c1c[nH]c2ccc(S(=O)(=O)N3CCC4(CC3)OCCO4)cc2c1=O)N1CCOCC1
    4	8	7	1.4	-5	-6	-8	-2.4	x
#27 CC(C)CCC(CCN1CCOCC1)c1ccc2c(c1)OCO2 (stereo unspecified)
    4	3	-1	2.2	-4	6	-27	-1.4	-1
#28 Cc1ccc(C)c(C(=O)Nc2c(C(N)=O)oc3ccccc23)c1
    4	2	-1	-2.8	-4	-8	-5	-3.7	6
#29 COc1ccc(OCCNS(=O)(=O)Cc2ccccc2)cc1
    3	3	-2	-1.4	-13	-4	-4	-3.6	-1
#30 COc1ccc2cc(C(=O)Nc3ccc(S(N)(=O)=O)cc3)sc(=O)c2c1OC
    0	-14	3	0.0	28	10	-5	-1.3	3
#31 Cc1nc(/C(N)=N/OC(=O)Cc2ccccc2)no1
    -1	11	7	-3.1	-1	4	-2	-2.3	2
#32 COc1ccc(S(=O)(=O)N2CCOCC2)cc1C(=O)N1CCCCC1
    -4	-11	0	-4.0	4	-6	3	-1.8	0
#33 Cc1ccc(-c2n[nH]c(=O)c3ccccc23)c(C)c1
    5	-4	0	0.5	1	-8	5	-0.9	0
#34 O=C(NCCCNCCCNC(=O)c1ccc(/C=N/O)nc1)c1ccc(/C=N/O)nc1
    5	-6	-1	-1.6	18	-3	-13	-2.8	-3
#35 Cc1ccc(-n2ccnc2SCC(=O)N(CC(C)C)C2CCS(=O)(=O)C2)c(C)c1 (stereo unspecified)
    7	-13	5	1.7	15	-22	-7	-1.0	2
#36 O=C(c1ccc(Br)cc1)c1sc(N2CCOCC2)nc1-c1ccccc1
    3	7	-11	-1.0	-14	-4	8	-3.2	2
#37 Cc1cc2c(cc1S(=O)(=O)N1CCN(c3ccccc3)CC1)OCC(=O)N2
    5	-22	4	-0.4	10	-19	19	-2.6	-1
#38 O=C(CNC(=O)c1ccc2c(c1)OCCO2)N/N=C/c1cccc(Br)c1
    3	-2	7	-5.1	-14	-20	8	-2.0	0
#39 CC(=O)Nc1nonc1-n1nnc(C(=O)NCc2ccccc2)c1C
    4	-1	2	0.2	-8	-2	2	-1.7	9
#40 CCOc1ccc(NC(=O)c2ccccn2)cc1
    2	-9	1	-0.8	7	-2	14	0.1	17*
#41 CCOC(=O)c1sc(N/N=C/c2cccc(C)c2)nc1C
    -2	-3	10	-3.0	-23	-2	-1	-3.5	-2
#42 Cc1ccc(CN2CCN(/N=C/c3ccc(C(=O)O)cc3)CC2)c(C)c1
    -1	-14	-9	-2.0	5	-27	-3	1.1	3
#43 C/C(N)=C(/C#N)C(=O)COC(=O)C1CCN(C(=O)c2ccc(Cl)cc2)CC1
    9	-7	-5	-1.1	2	-27	9	-3.5	-3
#44 COc1ccc(-c2cc(C(F)(F)F)nc(SCC(=O)Nc3ccc4c(c3)OCO4)n2)cc1
    6	0	1	0.1	20	1	8	-0.8	6
#45 CN(C)CCCNCCCNC(=O)c1ccncc1
    -1	-4	-1	-2.9	3	4	1	-3.1	9
#46 CCc1nc(C)cn1S(=O)(=O)c1cc(F)ccc1OC
    0	-6	0	-0.5	9	-2	1	-1.3	-2
#47 Nn1c(COc2cccc(Cl)c2)nc2ccccc2c1=O
    4	-13	9	-2.6	-6	-4	-8	-3.3	7
#48 Clc1ccc(Cn2nnc(-c3ccccc3)n2)cc1
    0	6	-3	-0.1	-45	-4	4	0.5	-6
#49 C=CCNC(=O)c1cccc(C(F)(F)F)c1
    -7	-4	-12	0.8	20	5	3	-1.1	0
#50 Cc1nn(C)cc1C(C(=O)NC1CCCCC1)N(C(=O)c1cnccn1)c1ccc(Oc2ccccc2)cc1 (stereo unspecified)
    -3	7	3	-2.7	16	-37	-1	-3.1	3
#51 Cc1ccc2c(c1)sc(-c1ccc(N(C)C)cc1)[n+]2C
    -2	-34	21	3.6	5	2	7	-2.5	7
#52 Cc1cccn2c(=O)c(/C=N/O)c(N3CCCC3)nc12
    1	-14	10	1.9	-12	-7	3	-2.5	-5
#53 Cc1cc(C(c2ccc(O)cc2)c2cc(C)c(O)cc2C)c(C)cc1O
    2	-4	7	-2.4	-11	-3	-2	-2.3	-1
#54 Cc1cc(O)c(C(=O)/C=C/c2cccc([N+](=O)[O-])c2)c(=O)o1
    1	2	9	-2.9	29	-6	19	-2.1	8
#55 Cc1nn(C)c(Oc2ccccc2)c1[N+](=O)[O-]
    4	-1	12	-1.3	36	2	-5	-1.2	4
#56 Cc1ncoc1C(=O)Nc1cccc(Cl)c1C
    0	-3	9	-1.2	8	-5	23	-1.6	-2
#57 CCCc1cc(=O)[nH]c(SCC(=O)c2c(N)n(C)c(=O)n(C)c2=O)n1
    2	-12	2	-2.2	16	-3	-1	-0.5	2
#58 Cn1c(O)c(N=NC(=O)CNC(=O)/C=C/c2ccccc2)c2ccccc21
    6	-10	4	1.1	14	-29	2	-0.5	6
#59 COc1cc2c(cc1OC)C(c1cccs1)CC(=O)N2 (stereo unspecified)
    1	3	2	-3.4	4	-2	-1	-3.1	-1
#60 Cc1ccc(-c2nnn(CC(=O)N3CCC(C)CC3)n2)o1
    2	5	10	-4.2	2	-4	1	0.2	-4

Other structures.
Sequence of screens: IDE cell activ	p-CIP stab down	M18AAP inhibitor	VIM-2 inh	SUMO HTRF inh	DNA FID counter	NS3 helicase inh	IMP-1 inh	IDE cell inh
#61 C=CCNc1nc(N)c([N+](=O)[O-])c(NC2CCCCC2)n1
    1	-13	-7	-3.8	-8	-9	5	-3.0	7
#62 COc1cc(C(=S)N2CCN(c3cccc(Cl)c3)CC2)ccc1O
    -6	-2	23	-1.0	-25	-14	-13	0.8	1
#63 O=C(Nc1ccc2c(c1)OCO2)C1CC(=O)N(CCc2ccccc2)C1 (stereo unspecified)
    0	-1	3	-2.1	17	-11	4	-3.3	5
#64 CC(C)CCNC(=O)C(c1cccs1)N(CC1CCCO1)C(=O)Cn1nnc2ccccc21 (stereo unspecified)
    3	-3	-4	-0.6	5	-26	1	-2.4	-1
#65 CCC(C)c1cc(S(=O)(=O)N2CCOCC2)ccc1OC (stereo unspecified)
    4	-3	0	-5.2	16	-20	4	-5.5	4
#66 O=C(c1cccc(N2C(=O)C3C4C=CC(C4)C3C2=O)c1)N1CCN(c2ccc(F)cc2)CC1 (stereo unspecified)
    -3	-1	-3	-0.9	10	-63	-5	-0.5	2
#67 Cc1ccc(C)c(S(=O)(=O)NCc2ccncc2)c1
    3	-13	-2	-2.2	-2	-1	12	-1.3	6
